PERK inh = human PERK inhibition, primary cell-based screen; actives 0.17% (n = 220,000); Q9NZJ5; inhibition, % at 5.6 µM; AID 1416; CHO PERK-DD fusion, SEAP luminescence translation reporter;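 active means inhibition above the mean inhibition of all tested compounds plus 3 SD, set separately per screening campaign, cut at about 2.9% in these data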;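 further: PERK kinase domain activated by AP20187 dimerizer at 100 nM; 0% = DMSO with dimerizer and 100% = rapamycin at 8.4 µM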
PGE2 EP2 inh = blocks the human prostaglandin E2 receptor EP2 | P43116 | C6 glioma cells expressing human EP2, cAMP TR-FRET; cells stimulated with saturating PGE2 | inhibition, % at 25 µM | actives 0.52% (n = 260,000);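 active means percent inhibition above 40 after rounding to a whole number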;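 further: rat C6 glioma host cells with rolipram phosphodiesterase inhibitor present; the protocol text gives 20 µM as final concentration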
Hck Nef HTS = blocks Nef-activated human Hck kinase; P08631; Recombinant Hck-YEEI plus Nef, Z-Lyte FRET kinase assay; inhibition, % at 20 µM; actives 0.68% (n = 220,000); AID 463187;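 active means Hck-Nef kinase inhibition above about 50%, limit read from the data; inactive means inhibition below that limit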;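 further: 0% = DMSO with Hck plus Nef and 100% = Hck alone without Nef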
Runt-CBFb FRET = Runt domain-CBFb interaction inhibition; Q01196+Q13951; AID 1496; actives 0.46% (n = 220,000); Cerulean-Runt/Venus-CBFb FRET ratio 530/480, 1 h; inhibition, % at 20 µM;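 active means inhibition over about 50% at 20 µM in the single-dose screen, limit read from the data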;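 further: 0% = DMSO wells and 100% = excess unlabeled CBFb competitor control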
Target sequence (Q01196 whole entry, looked up, the tested form may be a part): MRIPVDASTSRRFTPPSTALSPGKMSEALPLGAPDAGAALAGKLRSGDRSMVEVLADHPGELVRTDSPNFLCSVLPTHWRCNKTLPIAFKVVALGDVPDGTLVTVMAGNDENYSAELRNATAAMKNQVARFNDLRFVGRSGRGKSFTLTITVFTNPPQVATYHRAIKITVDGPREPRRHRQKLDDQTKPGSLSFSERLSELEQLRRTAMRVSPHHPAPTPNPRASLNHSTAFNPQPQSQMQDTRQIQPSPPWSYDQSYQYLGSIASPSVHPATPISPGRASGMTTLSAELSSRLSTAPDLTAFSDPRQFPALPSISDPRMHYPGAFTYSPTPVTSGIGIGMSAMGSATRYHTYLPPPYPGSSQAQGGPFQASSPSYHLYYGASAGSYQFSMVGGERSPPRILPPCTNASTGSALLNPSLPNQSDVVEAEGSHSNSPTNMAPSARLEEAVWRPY
Target sequence (Q13951 whole entry, looked up, the tested form may be a part): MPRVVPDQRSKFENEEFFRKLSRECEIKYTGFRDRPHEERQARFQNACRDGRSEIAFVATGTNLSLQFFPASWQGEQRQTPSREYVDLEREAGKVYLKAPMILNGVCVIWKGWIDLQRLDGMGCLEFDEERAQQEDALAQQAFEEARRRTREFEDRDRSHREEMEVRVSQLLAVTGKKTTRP
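Buffer or medium: Tris pH 7.5 buffer with BSA. Assay system: Cerulean-labeled Runt domain protein. Amount: each fluorescent fusion protein 100 nM. Read-out basis: loss of energy transfer signal. Incubation: 1 h compound exposure, room temperature. Probe or stimulus: Venus-CBFb binding partner, 100 nM. Detection: FRET, excitation 422 nm, emission at 530 and 480 nm.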
zVAD death inh = blocks zVAD induced death of L929 cells | AID 1377 | viability rescue, % at 10 µM | actives 0.38% (n = 220,000) | L929 zVAD necroptosis rescue, ATP luminescence, 24 h; with zVAD 60 µM;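 active means activation, scaled between plate controls, above about 75%, limit read from the data; inactive means activation under that limit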;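 further: 0% = zVAD with DMSO and 100% = DMSO alone without zVAD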
Runt-SMMHC FRET = inhibitors of human RUNX1 Runt domain binding to CBFb-SMMHC; Cerulean-Runt/Venus-CBFb-SMMHC FRET ratio 530/480, 1 h; actives 0.74% (n = 220,000); inhibition, % at 20 µM;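 active means mean inhibition across duplicate retests at 20 µM reaching about 50%, limit read from the data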;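 further: 0% = DMSO wells and 100% = wells with excess untagged CBFb-SMMHC; inhibitors lower the FRET ratio by blocking Runt binding to CBFb-SMMHC; some results filed as inactive read as strong as hits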
RBBP9 inhibitor = inhibitors of human serine hydrolase RBBP9 | AID 1515 | inhibition, % at 7.94 µM | actives 0.2% (n = 220,000) | O75884 | recombinant RBBP9, FP-Rh probe fluorescence polarization;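 active means inhibition above the campaign mean of all tested compounds plus 3 SD, cut at about 14% in these data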;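 further: plate controls were DMSO wells with RBBP9 for no effect and wells lacking RBBP9 protein for full effect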
Target sequence (O75884 whole entry, looked up): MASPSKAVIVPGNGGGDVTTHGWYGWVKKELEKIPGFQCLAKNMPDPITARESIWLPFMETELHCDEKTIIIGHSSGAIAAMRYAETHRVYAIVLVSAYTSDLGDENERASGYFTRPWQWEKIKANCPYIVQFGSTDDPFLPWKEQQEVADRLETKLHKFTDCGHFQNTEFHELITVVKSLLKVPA
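Assay system: recombinant human RBBP9; Reagent: Serine-hydrolase probe FP-Rh, 375 nM pre-mixing; Doses: 7.94 µM single dose, 0.794% DMSO; Incubation: 30 min then 45 min, 25 °C; Detection: fluorescence polarization (mP), excitation 525 nm, emission 598 nm; Evaluation: percent inhibition from mP, scaled between DMSO and no-protein wells.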
TNF death inh = TNF-alpha cell death inhibition in Jurkat FADD-/- cells; Jurkat FADD-/- TNF necroptosis rescue, ATP luminescence, 24 h; 0 = TNF only, 100 = no-TNF cells; activation (protection from cell death), % at 10 µM; actives 0.068% (n = 220,000); AID 463075;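 active means activation, meaning protection from cell death, of at least 50% relative to plate controls; inactive means activation below 50%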;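 further: necroptosis triggered by 40 ng/mL TNF-alpha added together with compound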
EP2 modulator = modulators of human EP2 prostaglandin E2 receptor. EP2-expressing cells, cAMP HTRF FRET, PGE2 co-stimulation. induction, % at 25 µM. actives 0.83% (n = 260,000);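 active means compounds whose cAMP rise, as percent of the full-agonist control response, exceeds 60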;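 further: rat C6 glioma line stably carrying human EP2 under a CMV promoter; the protocol text gives 20 µM as final concentration; 100% = response of wells given 1 µM PGE2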
Starred values were filed as active, the others as inactive; x = not tested or not shown; & = joins results of further samples. Only part of the results is shown. The share of hits here may be higher or lower than overall.

| Molecule | PERK inh | TNF death inh | PGE2 EP2 inh | zVAD death inh | Hck Nef HTS | RBBP9 inhibitor | Runt-CBFb FRET | EP2 modulator | Runt-SMMHC FRET |
| --- | --- | --- | --- | --- | --- | --- | --- | --- | --- |
| CN(C[C@H](c1ccccc1)N(C[C@H](Cc1ccccc1)N(CCc1ccccc1)N=O)N=O)N=O | 2.3 | 0.4 | 3 | -0.5 | -2 | -5 | -1 | 2 | 0 |
| CCN1C/C(=C/c2sccc2C)c2nc3ccccc3c(C(=O)O)c2C1 | 1.0 | 1.0 | 2 | 0.6 | 12 | -2 | -2 | 4 | -15 |
| CC1CC(C)CN(c2cc(N(C)CCO)c([N+](=O)[O-])c3nonc23)C1 (stereo not drawn) | -0.2 | -1.1 | 0 | 0.3 | -14 | -8 | -16 | 13 | -19 |
| CC(C)(C)/C(O)=C/c1nc2ccccc2[nH]c1=O | 0.8 | 1.9 | 12 | 0.9 | 5 | -6 | 2 | 1 | 11 |
| COc1ccc(-c2cn3cccnc3n2)cc1Br | 0.7 | 1.0 | 11 | -0.3 | 12 | -3 | 0 | -15 | 0 |
| COc1ccc2c(OC)c3ccoc3nc2c1OC | 0.3 | -1.5 | 14 | 2.4 | 36 | -3 | 0 | -5 | 0 |
| O=C(NCc1ccccn1)C1CCCN(Cc2cnn(-c3ccccc3)c2-n2cccc2)C1 (stereo not drawn) | -1.3 | 1.1 | 8 | 0.5 | 0 | 0 | -2 | 37 | 4 |
| CCOc1ccc(-n2nc3c(=O)[nH]nc(C)c3c2C)cc1 | 0.0 | -0.8 | 7 | -0.1 | 3 | -10 | -2 | 29 | 3 |
| Cc1nn(Cc2ccc(F)cc2)c(C)c1NC(=O)c1cnn2c1NC(c1ccccc1)CC2C(F)(F)F (stereo not drawn) | -1.3 | -3.1 | 7 | -0.8 | -1 | -2 | -4 | -22 | -5 |
| N#CC1=C(N)NC(SCc2ccc(Cl)cc2)=C(C#N)C12CCCCC2 | -1.1 | 5.2 | 18 | 2.0 | -11 | 0 | -1 | -41 | -2 |
| CCC(=O)Nc1cccc(-c2nc3ccccc3o2)c1 | -1.1 | -2.0 | 34 | 0.3 | 1 | -4 | -2 | -29 | 1 |
| O=Cc1ccc2cccnc2n1 | -0.7 | -1.9 | 0 | 1.0 | 10 | -14 | 1 | -7 | 2 |
| CCOc1cccc(-c2nnc(SCC(=O)Nc3cccc(OC)c3)n2N)c1 | -1.9 | 1.4 | 4 | 0.8 | 1 | 0 | -2 | -9 | 3 |
| CC(NC(=O)c1ccc(Br)s1)c1ccncc1 (stereo not drawn) | 1.7 | 1.4 | 10 | 1.0 | -7 | 1 | 0 | 0 | -3 |
| Nc1cc2nn(-c3ccccc3)nc2cc1Cl | 2.0 | -1.1 | 28&29 | 1.1 | 34 | 7 | 46 | -128&-54 | 12 |
| O=C(O)CSC1CC(=O)N(c2ccc(Cl)c(Cl)c2)C1=O (stereo not drawn) | 1.1 | -1.1 | 9 | 0.2 | 1 | 3 | 17 | 2 | 10 |
| CN(C)C(CNC(C(=O)Nc1ccc([N+](=O)[O-])cc1Br)c1ccccc1)c1ccccc1 (stereo not drawn) | 0.1 | 4.8 | 2 | 0.1 | -3 | -3 | -2 | 9 | -2 |
| Cc1nc2c(C(=O)NCc3ccccc3)c[nH]n2c(=O)c1Cl | 1.1 | -1.8 | -1 | 0.0 | 0 | -6 | -1 | -1 | -1 |
| COc1ccc(CSc2cccc3cccnc23)cc1[N+](=O)[O-] | -0.5 | 2.9 | 4 | 1.5 | 3 | -4 | -8 | -10 | 1 |
| CC(C)(C)NC(=S)N/N=C/c1c(Cl)cccc1Cl | -0.3 | 2.1 | 7 | 1.7 | 4 | 5 | 1 | 13 | -6 |
| COc1ccc(-c2nc(-c3ccccn3)no2)cc1 | 0.0 | -11 | 6 | 1.2 | 18 | -9 | 1 | -20 | 2 |
| O=c1[nH]c(-c2ccncc2)nc2ccccc12 | 2.2 | -0.7 | 21 | 1.0 | 1 | -2 | 43 | 13 | 12 |
| O=C(CSc1nnnn1C1CCCC1)N1CCOCC1 | 0.1 | 0.2 | 5 | 1.3 | 6 | 2 | 2 | -7 | 0 |
| Cc1onc(-c2ccccc2Cl)c1C(=O)N1C=CC(C(F)(F)Cl)=NCC1 | 0.4 | -1.0 | 14 | 0.7 | -1 | -5 | 1 | 31 | 5 |
| COc1cccc(C(=O)N2CCOCC2)c1 | 1.0 | -0.6 | 10 | 0.9 | -3 | -4 | -1 | 1 | -1 |

(continued)
| Molecule | PERK inh | TNF death inh | PGE2 EP2 inh | zVAD death inh | Hck Nef HTS | RBBP9 inhibitor | Runt-CBFb FRET | EP2 modulator | Runt-SMMHC FRET |
| --- | --- | --- | --- | --- | --- | --- | --- | --- | --- |
| CCc1noc(C)c1C(=O)N1CCCC1 | 0.2 | -0.5 | 6 | 0.8 | 0 | -2 | -3 | 16 | -2 |
| C=CCn1c(SCC(=O)NNC(=S)Nc2ccccc2)nnc1-c1ccccc1 | 0.6 | 1.0 | 13 | 0.9 | 3 | -4 | 9 | 13 | -6 |
| CC(C)(C)C(=O)Nc1cc(C(F)(F)F)ccc1-n1ccnc1 | -0.4 | 0.2 | 6 | 1.5 | -17 | -5 | -1 | 15 | 1 |
| CC(=O)NCCn1c(SCC#N)nc2ccccc2c1=O | 0.4 | -0.7 | 2 | -0.4 | 1 | 4 | -2 | 21 | 1 |
| COc1ccccc1C1C(C(C)=O)=C(O)C(=O)N1CCc1ccccc1 (stereo not drawn) | 0.7 | -1.3 | 17 | 0.0 | 1 | 0 | 1 | 30 | 2 |
| Cc1cc(C)nc(N2CCN(c3nc(C)cc(C)n3)CC2)n1 | 2.1 | -1.5 | 13 | 0.3 | 2 | -8 | 0 | -2 | 3 |
| COc1ccc(CCNC(=O)CCCn2nc(C)c([N+](=O)[O-])c2C)cc1OC | 1.2 | -0.2 | 8 | 2.5 | 18 | -6 | -2 | -2 | 1 |
| CCS(=O)(=O)NCCCc1ccccc1 | 0.7 | -0.5 | 7 | -0.3 | 0 | 6 | 1 | 9 | -7 |
| COC(=O)c1cc(Cl)nc2ccccc12 | 0.7 | 0.2 | 2 | 1.9 | 20 | 0 | -8 | 8 | 0 |
| Cc1cc(S(=O)(=O)N(C)CCc2ccccc2)ccc1-n1cnnn1 | 1.2 | 0.3 | 14&10 | -0.1 | 1 | -5 | -2 | -45&-81 | -3 |
| CN1CCN(NC(=O)c2ccc(COc3ccccc3Br)o2)CC1 | -0.8 | 2.4 | 9 | 1.8 | 2 | -4 | 2 | -9 | 3 |
| CCOc1ccc(NC(=O)c2cnccn2)cc1 | 0.6 | -2.0 | 10 | -0.6 | 12 | -5 | 1 | 12 | 6 |
| CCOC(=O)C1CCCN(c2c(NCCN3CCCCC3CC)c(=O)c2=O)C1 (stereo not drawn) | 1.2 | -0.4 | 16 | 0.9 | 8 | -7 | 1 | 1 | -1 |
| O=C(Nc1ccc(Cl)cc1)N1CCC(c2nc(-c3ccccc3Cl)no2)CC1 | 0.4 | 0.1 | 19 | 0.0 | -15 | -6 | 1 | -61 | -6 |
| c1ccc(CN2CCOCCOCCOCCOCCOCCOCC2)cc1 | -0.4 | 0.6 | 2 | 2.4 | 23 | 2 | 1 | 27 | -6 |
| O=C(CN1CCN(c2ccc(Cl)cc2)CC1)NCc1ccccc1 | 1.3 | 1.8 | 1 | 0.8 | 15 | -5 | -1 | -7 | 2 |
| COc1ccccc1OCCn1cc(C(=O)c2ccco2)c2ccccc21 | -0.5 | -2.9 | 17&10 | -0.2 | 3 | -13 | -1 | 48&25 | -1 |
| COCCNC(=O)c1c(N)n(CCCn2ccnc2)c2nc3ccccc3nc12 | 1.8 | 0.4 | 7 | 0.1 | 32 | 12 | 40 | 1 | 41 |
| OC(C#CCCN1CCCCC1)(c1ccccc1)C1CCCCC1 (stereo not drawn) | 0.0 | 0.5 | 5 | -0.8 | 3 | -10 | 1 | -41 | -3 |
| COC(=O)c1ccc(C(=O)OC)c(NS(C)(=O)=O)c1 | 1.1 | -1.2 | 12 | 0.6 | 8 | -1 | 3 | -1 | 0 |
| N#Cc1c(Nc2ccccc2)sc(C(=O)c2ccccc2)c1N | -0.3 | -7.1 | 9 | 0.2 | -1 | 0 | 1 | 9 | -1 |
| Cc1ccc(/C=C(\NC(=O)c2ccccc2)C(=O)NCC2CCCO2)o1 (stereo not drawn) | -0.4 | -0.3 | 7 | 2.6 | -7 | 1 | 1 | 6 | 0 |
| CC(C)(C)NCc1cccn1-c1sc2c(c1C#N)CCCC2 | 0.3 | -2.0 | 3 | 0.0 | 6 | -10 | -1 | 6 | -3 |
| C=CCn1c2ccccc2c2nnc(SCC(=O)OCN3C(=O)c4ccccc4C3=O)nc21 | 0.0 | -0.5 | 8 | 0.8 | -7 | -3 | 0 | -9 | -2 |
| O=[N+]([O-])c1c(NCc2ccccc2)cc(N2CCc3ccccc3C2)c2nonc12 | 0.9 | -5.7 | 8 | -0.6 | 1 | -5 | -3 | 27 | -13 |

Continued.
| Molecule | PERK inh | TNF death inh | PGE2 EP2 inh | zVAD death inh | Hck Nef HTS | RBBP9 inhibitor | Runt-CBFb FRET | EP2 modulator | Runt-SMMHC FRET |
| --- | --- | --- | --- | --- | --- | --- | --- | --- | --- |
| CCOC(=O)C1(CCCc2ccccc2)CCN(C2CCN(C(C)=O)CC2)CC1 | 0.6 | 2.0 | 5 | -0.7 | 3 | -1 | -2 | 9 | 2 |
| CCC(C)NC(=O)c1ccc2c(SCC(=O)O)c3c(nc2c1)CCCC3 (stereo not drawn) | 0.1 | 1.6 | 37 | x | 6 | -7 | 1 | 25 | -1 |
| NS(=O)(=O)c1cccc(NC(=O)CCSc2ccccc2Cl)c1 | 0.9 | 2.0 | 5 | 0.3 | 4 | -9 | -1 | -14 | 3 |
| C1CCN(c2nc3nonc3nc2N2CCCCC2)CC1 | -0.1 | 0.8 | 6 | -0.3 | 0 | -9 | 2 | 17 | -1 |
| O=C(/C=C/c1ccco1)Nc1ccccc1C(=O)Nc1cccc(C(=O)O)c1 | 0.5 | 1.6 | 10 | 0.7 | 24 | -9 | 4 | 4 | -1 |
| CC1=NNC(=O)C1C(c1ccc(F)cc1)C(C#N)C#N (stereo not drawn) | -0.5 | -2.3 | -10 | 0.8 | -7 | -4 | x | x | x |
| COc1ccccc1C(=O)NC(C)C(c1cccs1)N1CCOCC1 (stereo not drawn) | -0.5 | 1.0 | 9 | 1.6 | 6 | 0 | 2 | 0 | 2 |
| CN1CCN(S(=O)(=O)c2cccs2)CC1 | 1.6 | 1.1 | 8 | -0.3 | 15 | 4 | 0 | 4 | 2 |
| O=C(Nc1ccc(F)cc1)C(=O)c1c(O)[nH]c2ccc([N+](=O)[O-])cc12 | 0.1 | -1.4 | 11 | 3.5 | 16 | -5 | 5 | -26 | 0 |
| COC(=O)NCCOc1nc(N(C)C)nc(N(C)C)n1 | -0.2 | -0.7 | 12 | -0.4 | 0 | -7 | x | 28 | -9 |

From PubChem BioAssay
